RAD54 branch – blocks human RAD54 Holliday junction branch migration | Q92698 | AID 602329 | hit rate 0.14% among 360,000 | inhibition, % at 10.4 µM | FAM/BHQ fluorescence;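 active means mean normalized replicate activity at least 40 and at least half of replicates scoring 40 or more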;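 further: 0% = median of neutral control wells and 100% = median of positive control wells; inhibitors cause a drop in the FAM fluorescence signal; in these data hits start at about 50%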
Target sequence (Q92698 whole entry, looked up): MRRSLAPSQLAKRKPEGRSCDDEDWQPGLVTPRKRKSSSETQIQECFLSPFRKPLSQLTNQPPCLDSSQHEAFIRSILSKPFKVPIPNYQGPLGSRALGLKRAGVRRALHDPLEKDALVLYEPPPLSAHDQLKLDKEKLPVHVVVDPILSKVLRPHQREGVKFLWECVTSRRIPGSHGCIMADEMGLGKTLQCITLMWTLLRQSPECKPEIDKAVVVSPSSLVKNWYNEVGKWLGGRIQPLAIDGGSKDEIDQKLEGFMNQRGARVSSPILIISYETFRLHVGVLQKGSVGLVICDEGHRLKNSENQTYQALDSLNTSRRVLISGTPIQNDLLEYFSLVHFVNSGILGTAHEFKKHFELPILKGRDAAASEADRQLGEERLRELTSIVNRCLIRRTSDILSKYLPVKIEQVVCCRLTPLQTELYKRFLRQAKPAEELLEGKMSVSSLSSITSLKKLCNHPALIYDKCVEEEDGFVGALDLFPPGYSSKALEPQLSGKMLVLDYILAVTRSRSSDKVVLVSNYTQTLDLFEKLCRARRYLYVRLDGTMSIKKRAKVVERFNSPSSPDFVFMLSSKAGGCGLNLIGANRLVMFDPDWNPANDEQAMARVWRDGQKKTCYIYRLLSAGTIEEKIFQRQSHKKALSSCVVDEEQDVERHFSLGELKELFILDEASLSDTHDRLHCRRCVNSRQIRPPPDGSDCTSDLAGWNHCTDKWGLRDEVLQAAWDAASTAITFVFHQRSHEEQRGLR
* = called active by the depositor.

SMILES,RAD54 branch
Cn1c(=O)[nH]c(=O)c2c1nc(Sc1nc3ccccc3s1)n2Cc1ccccc1,-4
CCCCOc1ccc(C2CC(=O)N(C)C2=O)cc1 (configuration not stated),-10
CCCNS(=O)(=O)c1ccc(OCC(=O)N2CCC(C(=O)OCC)CC2)cc1,4
Nc1n[nH]c(-c2ccccc2)n1,-1
Cc1nc(NC(=O)c2ccccc2)sc1-c1csc(N)n1,7
CCOC(=O)N1CCN(C(=O)CN(Cc2ccc(Cl)cc2)S(=O)(=O)c2ccccc2)CC1,-1
CCC(=O)Nc1ccc(C(=O)Nc2cc(C)on2)cc1,-4
CCCn1c(N)nc2ccccc21,-3
Cc1nn(Cc2ccc(Cl)cc2Cl)c(C)c1NC(=O)C1C2CCC(O2)C1C(=O)O (configuration not stated),10
CC(=O)c1cccc(NC(=O)c2ccc(NS(=O)(=O)c3c(C)noc3C)cc2)c1,6
Cc1ccccc1NC(=S)NNc1ncc(C(F)(F)F)cc1Cl,3
Clc1cccc(-c2ccc(C3Nc4cccc5cccc(c45)N3)o2)c1,4

More compounds:
SMILES,RAD54 branch
CCN(Cc1ccccc1)S(=O)(=O)c1ccc(S(=O)(=O)N(Cc2ccccn2)Cc2ccco2)cc1,7
COc1ccc(NS(=O)(=O)c2cc(-c3nnnn3C)ccc2OC)cc1,-8
CCN1C(=O)C(O)(CC(=O)c2cc(C)ccc2C)c2ccccc21 (configuration not stated),-9
O=C(c1ccncc1)N(Cc1ccco1)Cc1cc2ccccc2[nH]c1=O,0
Cc1ccc(NC(=O)Cn2cccc2)cc1C,-4
O=C(Nc1cccc2ccccc12)N1CC=CCC1,5
O=C(CSc1nnc2ccccn12)NC(=O)NC1CCCCC1,-7
C=CCn1c2ccccc2c2nnc(SCCCn3c(=O)[nH]c4ccccc43)nc21,2
CC(C)(C)n1ncc2c(=O)n(CC(=O)NCc3ccccc3)cnc21,4
O=C(Nc1ccc2c(c1)OCO2)c1ccc(CN2CCOCC2)cc1,4
O=C(CN1CCOCCOCCN(CC(=O)Nc2ccccc2)CCOCC1)Nc1ccccc1,0
C[C@@]12C(=O)N(c3cccc(F)c3)C(=O)N1[C@H](c1ccc(F)cc1)[C@@H]1C(=O)N(C3CCCCC3)C(=O)[C@@H]12,-4

Following part.
SMILES,RAD54 branch
COC(=O)C1=C(C)N(C)C(C)=C(C(=O)OC)C1c1ccsc1,-11
CCn1c(SCC(=O)Nc2nc(-c3ccc(C)cc3)cs2)nnc1-c1ccccc1,4
COc1ccc(NC(=O)c2ccc(CN3CCN(c4ccccc4)CC3)cc2)cc1OC,3
Cc1cc(NS(=O)(=O)c2ccc(NC(=O)C(C(C)C)N3C(=O)c4ccccc4C3=O)cc2)nc(C)n1 (configuration not stated),-12
O=C(Nc1nccs1)c1cccc(NC(=O)C2CC2)c1,-13
CCN(C(=O)c1cn(CC)c(=O)c2cc(OC)c(OC)cc12)c1ccccc1C,-2
CCNc1ccc(C(=O)OCC)cc1NC(=O)c1cc(S(=O)(=O)N2CCOCC2)ccc1C,0
O=C(c1ccco1)N1CCN(c2nc(C3CC3)nc3c2nnn3Cc2ccccc2Cl)CC1,2
CCOc1ccccc1NC(=O)C1C2C=CC(C2)C1C(=O)O (configuration not stated),0
O=C(NNS(=O)(=O)c1ccccc1)C1CCN(S(=O)(=O)c2ccccc2)CC1,-6
CCOC(=O)C(C)n1cnc2c(nnn2Cc2ccc(Cl)cc2)c1=O (configuration not stated),-8
COc1ccc(/C=C2\CCn3c2nc2ccccc2c3=O)cc1OC,11

More structures.
SMILES,RAD54 branch
COc1ccccc1C(=O)NCC(=O)n1nc(C)cc1C,-1
O=C(CSc1ncnc2c1oc1ccccc12)N1CCN(c2ccccc2)CC1,-6
Cc1ccccc1NC(=O)Cc1nc(CSc2nnc(C3CCCCC3)n2N)cs1,10
COc1ccc(NC(=O)CSc2nc(-c3ccncc3)nn2CC(=O)N2CCCC2)cc1,6
CC[C@H](C)[C@H](NS(=O)(=O)c1ccc(C)cc1)C(=O)N1CCC(C(=O)N[C@@H](C)C(=O)O)CC1,-1
O=C(Nc1ncc2c(n1)-c1ccccc1CC2)c1ccc(F)cc1,-1
CCC1(C)Cc2c(sc3c2c2ncnn2c2nnc(SCC(=O)NCc4ccco4)n32)CO1 (configuration not stated),0
CCOC(=O)c1nnn(CC(=O)Nc2cc(Cl)ccc2C)c1C(=O)OCC,9
CCC(=O)N/C=C/n1cnc2cc(C(F)(F)F)ccc21,-6
COc1cc(C2N3CC4(C)CN2CC(C)(C3)C4)ccc1O (configuration not stated),2
Cc1cccc(NS(=O)(=O)c2ccc(C)c(C(N)=O)c2)c1,0
COc1ccc(Cl)cc1NC(=S)NCCc1ccc(F)cc1,-1

Additional compounds
SMILES,RAD54 branch
Cc1ccccc1OCc1nc(-c2ccccc2)no1,3
COCC(=O)Nc1nnc(SCC(=O)NCc2cccs2)s1,-11
COc1ccc(S(=O)(=O)N2CCCCCC2)cc1C(=O)OCC(=O)NCC(C)C,6
Cc1cc(C)n2c(SCC(=O)N3CCN(S(=O)(=O)c4ccc(Cl)cc4)CC3)nnc2n1,11
O=C(CCN1C(=O)c2ccccc2C1=O)N1CCN(Cc2ccc(Cl)cc2Cl)CC1,4
CC1=C2C(=O)OC(c3ccoc3)C2(C)CCC1 (configuration not stated),-7
CC(=O)Nc1nc(-c2cccs2)cs1,-10
O=c1c2ccccc2nc(SCc2ccccc2Cl)n1Cc1ccccc1,-15
COC(=O)c1cn(C)c2ccc(S(=O)(=O)N3CC(C)CC(C)C3)cc2c1=O (configuration not stated),-6
CCCCCc1nc(-c2nonc2N)no1,3
Cc1ccn(-c2ccc([N+](=O)[O-])cc2)n1,2
CC1(c2ccccc2)NC(=O)N(CC(=O)N2CCOCC2)C1=O (configuration not stated),4

Among those listed so far, these have a thiophene ring, fused or not:
SMILES,RAD54 branch
COC(=O)C1=C(C)N(C)C(C)=C(C(=O)OC)C1c1ccsc1,-11
CCC1(C)Cc2c(sc3c2c2ncnn2c2nnc(SCC(=O)NCc4ccco4)n32)CO1 (configuration not stated),0
COCC(=O)Nc1nnc(SCC(=O)NCc2cccs2)s1,-11
CC(=O)Nc1nc(-c2cccs2)cs1,-10

Additional compounds:
SMILES,RAD54 branch
CC12CN(C(=O)c3ccco3)CC(c3ccccc3)(CN(C(=O)c3ccco3)C1)C2=O,1
CCc1nc2cc(CC(=O)O)ccc2o1,2
Cc1noc(COc2ccccc2OCC(N)=O)c1Cl,-2
CCn1c(CCNC(=O)c2cccs2)nnc1SCC(=O)Nc1nc(-c2ccccc2)cs1,-6
CCOC(=O)c1cc2occc2n1CCCN1C(=O)c2ccccc2C1=O,-5
COC(=O)C1=C(C)N(Cc2ccccc2)C(=NCc2cccc(Cl)c2)N[C@H]1c1cccc(F)c1,15
Clc1ccc2nc(-c3ccc(Br)s3)cn2c1,6
CC1Cc2ccccc2N1C(=O)CN1C(=O)CN(C)C(=O)c2ccccc21 (configuration not stated),2
CCOC(=O)N1CCN(S(=O)(=O)c2ccc(C(=O)Nc3ccc(F)cc3F)cc2)CC1,10
COCCn1c(C)cc(C(=O)COC(=O)c2ccc3ncsc3c2)c1C,1
O=C(c1ccc(C(=O)N2CCOCC2)nc1)N1CCOCC1,-15
COc1ccc(/C=N/c2c(-c3ccc(OC)cc3)nc3n2CCS3)cc1,10

More structures
smiles,RAD54 branch
CCC(=O)Nc1ccc(NC(=O)c2ccco2)c(OC)c1,-2
COc1cc(NC(=O)CSc2nnnn2Cc2ccc3c(c2)OCO3)cc(OC)c1,-5
CCC(C)Nc1nc(OC(C(F)(F)F)C(F)(F)F)nc(OC(C(F)(F)F)C(F)(F)F)n1 (configuration not stated),-7
CCOC(=O)N1CCN(C(=O)NC23CC4CC(CC(C4)C2)C3)CC1,4
O=C(CCN1C(=O)c2ccccc2C1=O)N1CCN(c2ccccn2)CC1,-6
O=C(OCCN(C1=NS(=O)(=O)c2ccccc21)c1ccc(Cl)cc1)c1ccco1,1
COCCCn1c(-c2ccccc2Cl)n[nH]c1=S,8
CCCCCn1c(CN2CCN(Cc3ccccc3)CC2)nc2c1c(=O)[nH]c(=O)n2C,-7
N#Cc1cc(-c2ccccc2)cn(Cc2c(Cl)cccc2Cl)c1=O,2
Cc1nc(NC2=NCN(Cc3cccnc3)CN2)nc2ccccc12,6
Cc1ccc(S(=O)(=O)N2CCCC(C(=O)N3CCCc4ccccc43)C2)cc1 (configuration not stated),9
O=C(c1cnc2n(c1=O)CCS2)N1CCN(c2ccc(Cl)c(Cl)c2)CC1,-9
Cc1ccc(C2NC(=O)NC(O)(C(F)(F)F)C2C(=O)c2ccccc2)o1 (configuration not stated),5
COC(=O)c1c(NC(=O)CCCC(=O)O)sc(C)c1C,5
CCCCN1CC(O)=C(c2nc3ccccc3s2)C1=N,-13

(continued)
smiles,RAD54 branch
Cc1cc(NCCCn2ccnc2)n2nc(C)c(-c3ccc(Cl)cc3)c2n1,16
Cc1cc(C)cc(NC(=O)C2CCN(c3nc(C)cc(C)n3)CC2)c1,-9
COC(=O)c1ccccc1NC(=O)C1CC(c2ccccc2O)=NO1 (configuration not stated),-1
CCOc1cc(/C=C2\C(=O)N(c3ccc(C(N)=O)cc3)N=C2C)ccc1OC(=O)c1cccs1,-17
COc1ccc(C2=NOC(C(=O)Nc3cccnc3)C2)cc1 (configuration not stated),3
CCCCNc1c(-c2ccc(-c3ccc(C(C)=O)cc3)c(OC)c2)nc2cnccn12,-15
COc1cccc(C(c2sc3nc(C)nn3c2O)N2CCN(c3ccccc3F)CC2)c1 (configuration not stated),13
CCOc1ccc(N2C(=O)CC(NC3CCCCNC3=O)C2=O)cc1 (configuration not stated),-10
O=C(c1cccnc1)N1CCc2ccccc21,4
Cc1ccc(O)c(N)c1,0
Oc1ccc(N2CCN(C(c3cccs3)c3nnnn3CCc3ccccc3)CC2)cc1 (configuration not stated),0
C=CCn1c(SCC(=O)NC2CCCCC2)nnc1C(C)NC(=O)c1cccs1 (configuration not stated),-3
Cc1ccc(N2CN=c3s/c(=C\c4ccccn4)c(=O)n3C2)cc1,0
CC(C)c1ccc(/C=C/C(=O)NNC(=O)c2cccnc2)cc1,2
O=C(CSc1ccc(Cl)cc1)Nc1cccc(NC(=O)c2ccco2)c1,11

Continuation.
smiles,RAD54 branch
Cc1ccc(S(=O)(=O)NCCNC(=O)N2CCOCC2)cc1,-3
Cc1cc(N2C(=O)C(=O)/C(=C(/O)c3ccccc3)C2c2cccs2)no1 (configuration not stated),13
O=C1CCCc2c1[nH]c1ccc(Cl)cc21,-3
O=C(CSc1nnc(-c2ccco2)o1)N1CCOCC1,3
C=CCNCc1cccn1-c1sc2c(c1C#N)CCCC2,13
CC(C)c1ccc(NC(=S)NCc2cccs2)cc1,9
C=CCN1C(=O)CN=C1Nc1ccc(OC)cc1OC,4
COC(=O)c1cccc(NC(=O)NC23CC4CC(CC(C4)C2)C3)c1,3
c1ccc(-c2nc(N3CCOCC3)c3ccccc3n2)nc1,2
CS(=O)(=O)Nc1cccc(NC(=O)c2cccc3c(-c4cccnc4)coc23)c1,2
Cc1nc2c(=O)oc3ccccc3c2n1-c1ccccc1,2
O=C(NCc1nc(-c2ccccc2)no1)c1ccc(Br)o1,-6
Cc1ccc(SCCNC(=S)Nc2cc(C)ccc2C)cc1,-10
Clc1ccc(NCc2nnc3n2CCCCC3)cc1,-4
Cc1ccc(-c2nnc(OCCN3CCOCC3)c3ccccc23)cc1,2

Exported with each value named: 2 of the compounds above
> Cc1ccc(SCCNC(=S)Nc2cc(C)ccc2C)cc1
  RAD54 branch: -10
> Clc1ccc(NCc2nnc3n2CCCCC3)cc1
  RAD54 branch: -4

The list goes on:
smiles,RAD54 branch
CCOC(=O)N1CCC(N(C(=O)Nc2cccc(OC)c2)C(C)CC)CC1 (configuration not stated),-1
Cc1ccccc1-n1c(N)cc(=O)[nH]c1=S,4
CCN1/C(=C(\O)c2ccccc2)C(=O)c2ccccc2S1(=O)=O,-20
O=C1c2ccccc2S(=O)(=O)N1CCOc1ccccc1,-8
CC1CCN(S(=O)(=O)c2cccc(C(=O)NCc3cccs3)c2)CC1,4
Cc1cccc(NC(=S)NN(Cc2ccccc2)c2ccccc2)c1C,11
COc1ccc(OCC(=O)N2CCN(C(=O)Cc3ccccc3)CC2)cc1,-1
COC(=O)C1=C(C)N(C)C(=O)NC1c1ccccc1 (configuration not stated),-5
CC(C)n1c(N2CCN(C(=O)c3cccs3)CC2)nc2ccccc21,-5
O=C(/C=N/O)NCC1CCNCC1,-5
CCCn1c(N2CCN(CC(=O)Nc3ccc4c(c3)OCCO4)CC2)nc2ccccc21,-16
Cc1ccc(Cn2nnc3c(=O)[nH]c(C4CCCN(C(=O)Nc5ccc(F)cc5F)C4)nc32)cc1 (configuration not stated),4
O=C1CSC(c2ccccn2)N1c1ccc(Cl)c(Cl)c1 (configuration not stated),-7
CCOC(=O)c1c(NC(=O)CSc2n[nH]c(N)n2)sc(CC)c1C,4
CN1CCN(S(=O)(=O)c2ccc(Sc3nnc(-c4cccs4)n3-c3ccccc3)nc2)CC1,5

3 structures out of the list, sorted by length of the SMILES, smallest number first.
smiles,RAD54 branch
O=C1CSC(c2ccccn2)N1c1ccc(Cl)c(Cl)c1 (configuration not stated),-7
CCOC(=O)N1CCC(N(C(=O)Nc2cccc(OC)c2)C(C)CC)CC1 (configuration not stated),-1
CCCn1c(N2CCN(CC(=O)Nc3ccc4c(c3)OCCO4)CC2)nc2ccccc21,-16

Next structures:
smiles,RAD54 branch
O=C(O)CSC1CC(=O)N(c2ccc(Cl)c(Cl)c2)C1=O (configuration not stated),-6
C/C(N)=C(/C#N)C(=O)COC(=O)CSc1ccccc1,-1
CCN(C(=O)c1cc2ccccc2oc1=O)c1ccccc1,-17
O=[N+]([O-])/C=C\c1ccc(N2CCCC2)c(F)c1,-9
Cc1cc(S(=O)(=O)NC2CCCCC2)ccc1OCC(=O)NCc1ccccn1,-4
O=C1CC(N2CCC(c3nc4ccccc4s3)CC2)C(=O)N1Cc1ccccc1 (configuration not stated),-2

Screening results deposited in PubChem BioAssay by Broad Institute.

Only part of the results is shown; rates above refer to the full screens.
